cln2 rad14 – NCI yeast anticancer drug screen, S. cerevisiae cln2 rad14 strain | % growth inhibition at 50 µM | AID 165, 2004 | 78,000 compounds, 8.3% hits;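 note: 0% = growth of vehicle-only cultures of the same strain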
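Growth inhibition, relative to vehicle-treated controls, is the read-out. The test organism is a yeast strain with defined genetic alterations, cln2 rad14.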
yeast mlh1 rad18 – NCI yeast anticancer drug screen, S. cerevisiae mlh1 rad18 strain; % growth inhibition at 50 µM; 79,000 compounds, 11% hits; AID 175, 2004;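 note: 0% = growth of vehicle-only cultures of the same strain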
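A repair-deficient yeast strain is exposed to test compound, and growth is scored relative to vehicle-treated controls.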
rad50 – NCI yeast anticancer drug screen, S. cerevisiae rad50 strain. growth inhibition, % at 50 µM. 79,000 compounds, 10% hits;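 note: 0% = growth of vehicle-only cultures of the same strain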
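Vehicle-treated cultures provide the reference for the growth inhibition reported for compound-exposed, repair-deficient yeast.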
bub3 – NCI yeast anticancer drug screen, S. cerevisiae bub3 mutant strain | growth inhibition, % at 50 µM | 78,000 compounds, 9.9% hits;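 note: 0% = growth of vehicle-only cultures of the same strain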
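In this screen, a yeast mutant lacking normal mitotic checkpoint function is challenged with compound. Relative growth versus vehicle gives the inhibition value.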
sgs1 mgt1 – NCI yeast anticancer drug screen, S. cerevisiae sgs1 mgt1 strain; % growth inhibition at 50 µM; 78,000 compounds, 10% hits; AID 161, 2004;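 note: 0% = growth of vehicle-only cultures of the same strain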
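Test agents were incubated with a DNA-repair-mutant yeast strain. Growth was then read and compared against vehicle-treated controls.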
mec2-1 – NCI yeast anticancer drug screen, S. cerevisiae mec2-1 strain. growth inhibition, % at 50 µM. 79,000 compounds, 9% hits;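 note: 0% = growth of vehicle-only cultures of the same strain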
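Test agents were screened against the mec2-1 yeast strain, with defined DNA repair or cell cycle alteration. Growth was scored as inhibition against vehicle-only controls.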
Numbers without * were called inactive; & = joins results of further samples. Cut-off read from the data, not from the text of the source: active = growth inhibition above about 70%; inactive = the rest.

Letter code – A = cln2 rad14; B = yeast mlh1 rad18; C = rad50; D = bub3; E = sgs1 mgt1; F = mec2-1
O=S1(F)=NP(N2CC2)(N2CC2)=NP(N2CC2)(N2CC2)=N1 (configuration not stated)
  A: 7; B: -40; C: 23; D: -20; E: -10; F: -3

O=C1/C(=C\c2ccccc2)N2CCC1CC2
  A: -71; B: -21; C: 4; D: -18; E: -2; F: -18

Nc1ccccc1P(=O)(O)O
  A: -32; B: -6; C: -20; D: 0; E: -5; F: -8

CN(Cc1ccccc1)CC(O)c1cccc(I)c1 (configuration not stated)
  A: 32; B: 27; C: 50; D: 56; E: 52; F: 11

O=c1c(O)c(-c2ccccc2)oc2ccccc12.[Pb]
  A: 48; B: 98*; C: 95*; D: 96*; E: 98*; F: 93*

Nc1ncnc(N)n1
  A: -29; B: -10; C: -7; D: -2; E: 13; F: -17

CC1CN(C(=O)C(O)(c2ccccc2)c2ccccc2)CCN1c1ccccn1 (configuration not stated)
  A: 16; B: -3; C: 10; D: 9; E: 20; F: 3

CCNC(=O)Oc1c(Cl)cc(S(=O)(=O)F)cc1Cl
  A: 12; B: 26; C: 44; D: 16; E: 32; F: 23

N/C(=N\[N+](=O)[O-])N1CCCCCC1
  A: 2; B: 6; C: 5; D: -4; E: 3; F: -22

CCN1C[C@]2(C)CC[C@H](O)C34C1C(C[C@@H]32)[C@@]1(O)CC[C@H]2C[C@@H]4[C@@H]1[C@H]2O
  A: 24; B: 31; C: 19; D: 7; E: -1; F: 1

CS(=O)(=O)CS(=O)(=O)OCCCl
  A: 19; B: -82; C: -5; D: -40; E: -22; F: -6

ClCc1nc2ccccc2[nH]1
  A: 60; B: 75*; C: 89*; D: -32; E: 84*; F: 20

O=C(NCCN1CCOCC1)C1(O)N=C(c2ccccc2)c2ccsc2-n2cccc21 (configuration not stated)
  A: -6; B: 36; C: 51; D: 28; E: 64; F: 30

c1ccc([Se]C2CCCCCCCCCCC23SCCCS3)cc1 (configuration not stated)
  A: 15; B: -5; C: 3; D: 15; E: 22; F: 8

CC(C)(C)N1C(C(=O)c2ccccc2)C1c1ccccc1 (configuration not stated)
  A: 5; B: -1; C: -2; D: 4; E: 13; F: 1

CN(C)P(=O)(c1ccccc1)N(C)C
  A: -19; B: 9; C: -7; D: 33; E: 3; F: 10

CCOC(=O)N1C(=O)NC(=O)C(CC)(CC)C1=O
  A: -17; B: 2; C: 14; D: 12; E: 10; F: 0

O=C(Sc1c[nH]c(=O)[nH]c1=O)c1ccc(N(CCCl)CCCl)cc1
  A: -25; B: -1; C: 30; D: -6; E: 20; F: -18

O=c1c2cc(Br)ccc2[nH]c(=S)n1-c1ccccc1
  A: 12; B: 28; C: 23; D: 10; E: 6; F: 6

CCOC(=O)C1C(=O)C(CN(CCCl)CCCl)C(=O)C(C(=O)OCC)C1c1cc(OC)c(OC)c(OC)c1 (configuration not stated)
  A: -28; B: 31; C: 18; D: 0; E: 17; F: -8

Given with two lines to a compound: 14 of the compounds above.
Values in the order: cln2 rad14	yeast mlh1 rad18	rad50	bub3	sgs1 mgt1	mec2-1
- CC1CN(C(=O)C(O)(c2ccccc2)c2ccccc2)CCN1c1ccccn1 (configuration not stated)
    16	-3	10	9	20	3
- CCNC(=O)Oc1c(Cl)cc(S(=O)(=O)F)cc1Cl
    12	26	44	16	32	23
- N/C(=N\[N+](=O)[O-])N1CCCCCC1
    2	6	5	-4	3	-22
- CCN1C[C@]2(C)CC[C@H](O)C34C1C(C[C@@H]32)[C@@]1(O)CC[C@H]2C[C@@H]4[C@@H]1[C@H]2O
    24	31	19	7	-1	1
- CS(=O)(=O)CS(=O)(=O)OCCCl
    19	-82	-5	-40	-22	-6
- ClCc1nc2ccccc2[nH]1
    60	75*	89*	-32	84*	20
- O=C(NCCN1CCOCC1)C1(O)N=C(c2ccccc2)c2ccsc2-n2cccc21 (configuration not stated)
    -6	36	51	28	64	30
- c1ccc([Se]C2CCCCCCCCCCC23SCCCS3)cc1 (configuration not stated)
    15	-5	3	15	22	8
- CC(C)(C)N1C(C(=O)c2ccccc2)C1c1ccccc1 (configuration not stated)
    5	-1	-2	4	13	1
- CN(C)P(=O)(c1ccccc1)N(C)C
    -19	9	-7	33	3	10
- CCOC(=O)N1C(=O)NC(=O)C(CC)(CC)C1=O
    -17	2	14	12	10	0
- O=C(Sc1c[nH]c(=O)[nH]c1=O)c1ccc(N(CCCl)CCCl)cc1
    -25	-1	30	-6	20	-18
- O=c1c2cc(Br)ccc2[nH]c(=S)n1-c1ccccc1
    12	28	23	10	6	6
- CCOC(=O)C1C(=O)C(CN(CCCl)CCCl)C(=O)C(C(=O)OCC)C1c1cc(OC)c(OC)c(OC)c1 (configuration not stated)
    -28	31	18	0	17	-8

Continuation.
Letter code – A = cln2 rad14; B = yeast mlh1 rad18; C = rad50; D = bub3; E = sgs1 mgt1; F = mec2-1
c1ccc2c(c1)CCNC2
  A: 5; B: 24; C: 22; D: -1; E: 19; F: 13

Cc1[nH]c(=S)[nH]c(=O)c1CCl
  A: -2; B: -27; C: -26; D: -11; E: -16; F: -29

CCCC1(CCS)C(=O)NC(=O)NC1=O
  A: 5; B: 9; C: -13; D: 2; E: -13; F: -34

CC(C)COC(=O)c1ccccc1C(=O)OCC(C)C
  A: -4; B: 6; C: -17; D: 42; E: 9; F: -33

O=C1/C(=C\c2cccc3ccccc23)N2CCC1CC2
  A: -7; B: 3; C: -5; D: -3; E: -7; F: 1

NC(=O)CCC(NC(=O)Cc1ccccc1)C(=O)O (configuration not stated) (tested in a mixture with another compound)
  A: -30; B: 9; C: -4; D: -10; E: 0; F: -14

C[N+](C)(Cc1ccc([N+](=O)[O-])cc1)c1ccc(N(CCCl)CCCl)cc1
  A: -15; B: 11; C: -4; D: -22; E: -33; F: -24

CN1CN(c2ccccc2)C2(CCN(Cc3csc4ccccc34)CC2)C1=O
  A: -1; B: -20; C: -51; D: -7; E: -48; F: -32

O=C(O)C1C2CCC(C2)C1c1ccccc1 (configuration not stated)
  A: 11; B: 20; C: 19; D: 95*; E: 10; F: 14

CCC(C)([N+](=O)[O-])[N+](=O)[O-]
  A: -16; B: -3; C: 4; D: 5; E: -12; F: 4

As entered above:
`O=C(O)C1C2CCC(C2)C1c1ccccc1` (configuration not stated) – sgs1 mgt1: 10
`CC(C)COC(=O)c1ccccc1C(=O)OCC(C)C` – cln2 rad14: -4

Continuation:
Compound,cln2 rad14,yeast mlh1 rad18,rad50,bub3,sgs1 mgt1,mec2-1
O=[As](O)(c1cccc(Cl)c1)C1CCCCC1O (configuration not stated),-2,34,1,25,5,0
C[Si]1(C)CCCC2(C1)C(=O)NC(=O)NC2=O,-2,-42,-32,-4,-9,-17
COc1cc(OC)c(SC)cc1CC(C)N (configuration not stated),-16,-3,-19,21,-3,-1
O=[N+]([O-])c1oc2ccc3ccccc3c2c1CCO,98*,97*,99*,98*,99*,98*
C1=C[N-]c2c3c(ccc2=C1)=CC=C[N-]3.C1=C[N-]c2c3c(ccc2=C1)=CC=C[N-]3.F[P-](F)(F)(F)(F)F.[Cu+2],99*,99*,99*,99*,99*,99*
CC(C)(OOC(C)(C)c1ccccc1)c1ccccc1,-41,-9,-13,6,5,-16
CCC1(O)C(=O)OCc2c1cc1n(c2=O)Cc2cc3cc(Cl)ccc3nc2-1 (configuration not stated),46,53,94*,-6,40,93*
O=C(CF)NCCCl,10,1,-3,10,-2,-9
CNC(=O)Oc1ccccc1N,4,-5,-3,-25,-5,-1
Clc1cc[c]([Sb]2([c]3ccc(Cl)cc3)([c]3ccc(Cl)cc3)[O]C(C(Cl)(Cl)Cl)[O]2)cc1 (configuration not stated),98*,98*,98*,97*,98*,98*
CC1CCC2(O)C3(C)CC4(O)OC2(C1O)C1(O)C3(O)C(OC(=O)c2ccc[nH]2)C(O)(C(C)C)C41C (configuration not stated),-30,-2,11,-53,-8,-9
O=C(O)CC1CCCCC1O (configuration not stated),9,13,17,-18,10,-1
CNP1(NC)=NP(N(C)C)(N(C)C)=NP(N(C)C)(N(C)C)=N1,-19,13,-16,12,-3,0
CC(O)([CH2][Hg][Cl])C(O)[CH2][Hg][Cl] (configuration not stated),98*,97*,99*,99*,99*,99*
CCCCC(CC)C(=O)NC(N)=O (configuration not stated),-22,4,7,-12,-5,-20
O=C(COc1ccc(Cl)c(Cl)c1)Nc1ccc[n+](CC(=O)Nc2ccc(S(=O)(=O)F)cc2)c1,97*,22,32,45,32,41
O=C(CBr)Nc1ccccc1,97*,98*,97*,97*,98*,99*
Cc1ccc(SCC(CSCCO)OCn2cnc3c2NC(N)=NC32OCCO2)cc1 (configuration not stated),-7,-57,6,-12,-37,2
O=S(=O)(c1ccccc1)N1CN2CCN(C2)C1,3,10,18,6,32,7
O=c1c2ccccc2ncn1S(=O)(=O)c1ccc(N(CCCl)CCCl)cc1,-18,17,19,12,7,3
CN(C)CCc1ccc(O)cc1,-16&6,5&-1,-3&4,-3&3,-3&10,3&4
O=Nc1ccccc1,5,-10,-2,-6,-5,-17
NC(Cc1ccccc1F)c1nn[nH]n1 (configuration not stated),-19,-11,-3,1,-6,-10
O=N[O-].O=N[O-].[NH2-].[NH2-].[NH2-].[NH2-].[Ni],-49,13,1,-15,20,7
CN(C)P1(N(C)C)=NP(c2ccccc2)(c2ccccc2)=NP(N(C)C)(N(C)C)=N1,24,48,13,2,47,21
CN(C)CCNC(=O)c1cc(COC(=O)Nc2ccc(N(CCCl)CCCl)cc2)ccc1[N+](=O)[O-],-60,-30,-2,-11,10,-20
CN1C2CCC1CC(OC(=O)CBr)C2 (configuration not stated),-5,-6,3,11,-4,19
O=C(O)/C=C/c1ccc[c]([Sb](=[O])([OH])[OH])c1,41,2,12,-26,-31,-7
OCCCN=Cc1ccccc1O.OCCCN=Cc1ccccc1O.[Cu],-32,16,38,0,22,-10
CC(C)c1cc2c(cc1O)C1(C)CCCC(C)(C)C1CC2=O (configuration not stated),22,35,27,28,20,32
CCCOC(=O)Nc1cccc(OC(=O)NC)c1,-8,16,3,19,2,10
[N-]=[N+]=NS(=O)(=O)c1ccccc1S(=O)(=O)N=[N+]=[N-],75*,100*,99*,49,100*,93*
CC(=O)OCC1OC(n2ncc3c(N4CC4)ncnc32)C(OC(C)=O)C1OC(C)=O (configuration not stated),7,4,8,1,-21,-13
O=[As](O)(O)Cc1ccccc1,-17,-23,4,-3,-10,2
O=[N+]([O-])c1cc(S(=O)(=O)F)cc(Cl)c1S,90*,99*,99*,99*,99*,99*
Cc1cccc(C(=O)[O][Pb]([CH3])([CH3])[CH3])c1,-20,36,16,-10,21,-54
COc1cc(/C=C/[N+](=O)[O-])cc(Br)c1OC,90*,92*,91*,92*,93*,92*
CN(C)C1COC2Cc3ccccc3C1O2 (configuration not stated),4&-22,-91&-77,-14&-26,-9&0,2&-4,-9&-26
CC(=O)O[C@H]1CC[C@H]2[C@@H]3CCC4=CC(=O)CC[C@@H]4[C@H]3CC[C@]12C,15,97*,97*,76*,98*,94*
COC(=O)c1ccccc1NP(=O)(O)Oc1ccccc1 (tested in a mixture with another compound),-33,-12,10,-3,12,-4
CC(Cl)CN(CC(C)Cl)C(=O)Oc1ccc(CC(N)C(=O)O)cc1 (configuration not stated),-21,20,31,0,25,1
c1ccc(C2=NC(c3ccccc3)N3CC23c2ccccc2)cc1 (configuration not stated),-8,24,13,15,5,15

Screening data (PubChem)

This is a subset; the hit share may differ from the screen's.
